Hsp70 activator: Hsp70 transcriptional activation, primary screen | HeLa Hsp70 promoter luciferase reporter, luminescence; scaled: vehicle 0, proteasome-inhibitor control 100% | activation, % at 10 µM | 0.04% of 200,000 active;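 active = activation above the mean across all tested compounds plus 3 SD, cutoff set per campaign, cut at about 5.5% in these data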;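 note: 100% = MG132 at 30 µM as the positive control and 0% = DMSO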
NF-kB neuron act: raises NF-kB expression in human neuronal cells; fold change at 12.5 µM; NF-kB reporter expression; stronger effect = higher value; 1.6% of 190,000 active; in the data active = fold change above about 3.3
STAT1 act: increases IFN-gamma driven STAT1 reporter signal. NIH 3T3 STAT1-luciferase reporter, luminescence; 100% = IFN-gamma alone, no compound. activation (% of control), % at 5.5 µM. 2.6% of 200,000 active. AID 932;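 active = activation above the screen-wide mean activation plus 3 SD, cut at about 130% in these data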;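 note: raw ratio to IFN-gamma control signal so 100% means no change and 0% no light; values of inactives mirror those of a sister screen read the other way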
FLuc inhib CS: Photinus pyralis luciferase inhibition counter-screen; 1.5% of 200,000 active; P08659; ATPLite firefly luciferase biochemical luminescence, 10 min; inhibition, % at 10 µM; AID 1006;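 active = inhibition above about 50% when tested at 10 µM, limit read from the data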
Target sequence (P08659 whole entry, looked up): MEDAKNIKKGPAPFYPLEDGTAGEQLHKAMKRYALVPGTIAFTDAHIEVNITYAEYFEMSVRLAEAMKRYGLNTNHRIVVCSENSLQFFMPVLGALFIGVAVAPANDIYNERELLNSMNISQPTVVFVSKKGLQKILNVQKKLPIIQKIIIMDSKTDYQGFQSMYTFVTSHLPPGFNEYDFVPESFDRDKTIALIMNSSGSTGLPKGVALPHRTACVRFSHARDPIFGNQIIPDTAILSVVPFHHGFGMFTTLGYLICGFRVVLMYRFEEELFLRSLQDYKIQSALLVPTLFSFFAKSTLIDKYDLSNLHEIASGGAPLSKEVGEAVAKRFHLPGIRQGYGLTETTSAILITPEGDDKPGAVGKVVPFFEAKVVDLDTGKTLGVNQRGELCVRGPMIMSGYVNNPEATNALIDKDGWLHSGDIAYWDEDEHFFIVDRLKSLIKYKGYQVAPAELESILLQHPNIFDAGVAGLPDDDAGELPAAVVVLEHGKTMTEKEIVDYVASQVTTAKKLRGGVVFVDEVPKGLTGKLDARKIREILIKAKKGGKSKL
RAM inhibit: yeast RAM network inhibition | S. cerevisiae dse1pr::URA3 reporter, 5-FOA growth OD615, 2 d; analog-sensitive cbk1-as2 kinase mutant strain | inhibition, % at 50 µM | 1.8% of 190,000 active | AID 868;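 active = inhibition above a set limit, 3 SD over mean compound inhibition, cut at about 8.4% in these data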;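 note: 0% = DMSO-only wells with no growth and 100% = 10 µM 1-NA-PP1 full growth; inhibition rescues growth on 5-FOA so higher OD means more RAM inhibition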
APP 5'UTR act: APP 5'UTR luciferase reporter activation | SH-SY5Y APP 5'UTR luciferase reporter, luminescence; zero percent = DMSO vehicle wells | activation, % at 2 µM | 1% of 190,000 active;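 active = activation above a set limit, based on mean plus 3 SD of controls, cut at about 140% in these data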; note: values of inactives mirror those of a sister screen read the other way
STAT3 inh: inhibitors of IL-6 induced STAT3 signaling; U3A cells, IL-6 STAT3-luciferase reporter, luminescence; host cell line lacks STAT1; inhibition, % at 5.5 µM; 0.89% of 190,000 active;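 active = inhibition above the mean inhibition across all screened compounds plus 3 SD, cut at about 44% in these data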;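 note: 0% = DMSO only wells and 100% = 100 µM nifuroxazide control wells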
STAT1 inh: inhibitors of IFN-gamma induced STAT1 signaling; NIH 3T3 STAT1-luciferase reporter, luminescence; 0.35% of 200,000 active; AID 920; inhibition, % at 5.5 µM;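 active = inhibition above a set limit, the mean inhibition across all tested compounds plus 3 SD, cut at about 34% in these data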;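 note: 0% = IFN-gamma with DMSO and 100% = IFN-gamma with 300 µM nifuroxazide; values of inactives mirror those of a sister screen read the other way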
STAT3 act: STAT3 signaling activation. U3A cells, IL-6 STAT3-luciferase reporter, luminescence; 100% = signal with IL-6 EC80 alone. activation (% of control), % at 5.6 µM. 0.91% of 190,000 active;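 active = activation above the screen-wide mean of compound activation plus 3 SD, cut at about 130% in these data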;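 note: 0% = background luminescence of wells with medium and substrate only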
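Material: human STAT1-deficient U3A cells with stable STAT3-luciferase reporter / Probe or stimulus: IL-6 stimulus at 33 ng/mL final / Schedule: 1 h compound pre-exposure, 6 h IL-6 stimulation, 37 °C / Technique: luminescence / Read-out basis: percent of IL-6-only median luminescence / Control set: IL-6-only high control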
APP 5UTR inh: APP translation inhibition; SH-SY5Y APP 5'UTR-luciferase reporter, luminescence; inhibition, % at 2 µM; 0.82% of 190,000 active;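 active = inhibition above a set limit, derived from the sample mean plus 3 SD, cut at about 45% in these data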; note: values of inactives mirror those of a sister screen read the other way
Active calls of the source: *; . = not tested or not shown. The order is random; overall some 7.7% were active at least once.

SMILES	Hsp70 activator	NF-kB neuron act	STAT1 act	FLuc inhib CS	RAM inhibit	APP 5'UTR act	STAT3 inh	STAT1 inh	STAT3 act	APP 5UTR inh
COc1cc(NC(=S)N2CCN(C(c3ccccc3)c3ccccc3)CC2)cc(OC)c1	-0.4	0.97	97	-4	0.7	2	8	4	99	-2
O=C(Nc1nc2c(Cl)ccc(Cl)c2s1)c1ccco1	-0.4	1.5	105	0	1.0	-8	-32	-5	130	8
CCCCOC(=O)CCc1c(C)[nH]c(=S)[nH]c1=O	-0.1	1.4	102	-4	-0.1	2	14	-3	91	-2
Cc1cccc(-c2nc(CN3CCCC(C(=O)NC4CCCC4)C3)c(C)o2)c1 (stereo not drawn)	-0.5	0.81	100	-7	2.3	0	0	0	103	0
COc1ccc(C(=O)NNC(=O)CN2CCC(n3nnc4cc(F)ccc43)CC2)cc1	-0.3	1.2	93	-4	-0.4	-8	13	8	87	8
O=C(OCCN(C1=NS(=O)(=O)c2ccccc21)c1ccc(Cl)cc1)c1ccco1	-0.1	1	103	-6	0.9	3	7	-3	98	-3
Cc1ccc2cc(CN(Cc3ccco3)C(=O)NC3CCCCC3)c(=O)[nH]c2c1C	-0.4	0.59	93	-2	4.2	-7	5	8	97	7
O=C(CSc1nnc(-c2c[nH]c3ccccc23)o1)c1ccc(-c2ccccc2)cc1	-0.3	0.93	94	8	0.9	10	1	6	102	-10
COC(=O)CCc1nc2ccccc2nc1OC	0.2	0.96	96	-8	1.4	-15	2	2	105	15
CC(CCc1ccco1)NC(=O)Cn1ncc2c1-c1ccccc1OC2 (stereo not drawn)	-0.3	1.1	97	0	1.2	-12	4	3	101	12
COc1ccccc1-n1cc(CN2CCCC(CO)(Cc3cccc(Cl)c3)C2)cn1 (stereo not drawn)	-0.3	0.66	100	-6	-0.8	-13	-5	-2	107	13
O=C(CNC1CCCCC1)Nc1cc(S(=O)(=O)N2CCOCC2)ccc1Cl	0.0	1.3	90	-8	3.1	8	4	11	97	-8
c1csc(Cn2c(-c3cccs3)nc3ccccc32)c1	-0.3	0.94	102	2	1.3	-22	13	-3	88	22
Cc1nnc(NC(=O)CSc2nccn2-c2cccc(C)c2C)s1	-0.4	1.1	97	-4	-0.5	3	29	3	80	-3
CC(=C/C(=O)O)/C=C/c1ccco1	0.1	1	103	-7	-0.7	0	11	-3	98	0
CC1=C(C#N)C(=O)NC(=O)/C1=C/c1ccc(-c2ccc(S(N)(=O)=O)cc2)o1	-0.2	1.1	103	2	1.4	-2	-10	-4	112	2
Cn1c(=O)c(C(=O)Nc2ccccn2)c(O)c2ccccc21	-0.1	4.5*	121	67*	0.9	3	-44	-23	139*	-4
O=C(NC(=S)N1CCN(C2CCCCC2)CC1)c1ccccc1	-0.1	1.1	104	-4	-0.4	3	7	-6	100	-3
COc1cccc(C(C2=C(O)CC(C)(C)CC2=O)C2C(=O)CC(C)(C)CC2=O)c1 (stereo not drawn)	-0.1	1	103	-6	0.0	-18	-7	-3	105	18
Clc1cccc(CON/C=N/c2ncnc3sccc23)c1	0.0	0.88	90	1	-1.2	-3	28	11	85	3
C/C(=N/OC(=O)c1cccc(C(F)(F)F)c1)c1cnccn1	-0.3	1.2	103	-3	1.4	17	14	-7	93	-17
O=C(CNC(=O)c1cccs1)N/N=C/c1c[nH]c2ccccc12	0.0	1.2	98	1	1.2	33	17	2	92	-33
CCCSC1=NN2CCCC(=O)N=C2S1	-0.2	1.4	120	5	2.9	37	-1	-22	108	-37
Cc1noc(C)c1CSc1ccc(Br)cc1	-0.4	1.3	100	-3	0.0	-9	16	0	91	9
O=C(COC(=O)c1ccccc1Br)Nc1cc(S(=O)(=O)N2CCOCC2)ccc1N1CCCC1	0.7	1.4	87	-11	4.6	-11	-9	13	109	11
O=C(CCSCc1ccccc1Cl)N1CCN(c2ccccn2)CC1	-0.1	1.5	106	-1	-1.1	4	-1	-6	103	-4
Cc1noc(C)c1COC(=O)c1cc2c3ccccc3n(C)c2s1	-0.2	1.1	94	-9	2.9	23	11	6	99	-23
CC1CCN(c2c(NCC3CCC(C(=O)NCCc4ccccc4)CC3)c(=O)c2=O)CC1 (stereo not drawn)	0.7	1.5	102	-7	0.4	14	1	-3	99	-14
Cc1ccc(C(=O)c2ccc(N3CCOCC3)c(F)c2)cc1	-0.2	1.5	117	6	-0.9	.	-5	-19	107	18
Cc1cc[n+](CC(=O)c2cc3ccccc3oc2=O)cc1	-0.5	1.2	99	-2	0.1	0	10	1	94	0
Cc1cc2oc(=O)cc(CSc3nc(N)cc(N)n3)c2cc1C(C)C	-0.2	0.62	93	-2	-0.7	4	0	7	98	-4
COc1cccc(NC(=O)CSc2ncnc3c2oc2ccccc23)c1	-0.2	1	95	-1	4.8	-2	13	6	93	2
O=C(Cc1ccccc1)N/N=C/c1ccc(-c2ccc([N+](=O)[O-])cc2)o1	-0.3	1.1	98	-10	2.6	-6	8	3	93	6
N#CC(c1cccc(Cl)c1)c1ncc(C(F)(F)F)cc1Cl (stereo not drawn)	-0.1	0.86	99	-4	1.9	8	15	1	92	-8
Cc1sc2ncnc(NCc3ccco3)c2c1C	-0.3	1.2	96	1	0.0	3	13	5	94	-3
O=C(c1cc2ccccc2o1)N1CCCCCC1	0.1	1.8	126	3	0.1	21	10	-28	93	-22
CCSc1nnc2nc(C)cc(C)n12	0.8	1.3	105	-7	3.7	-7	-6	-6	102	7
NC(=O)c1c(NC(=O)Cc2cccs2)sc2c1CCC2	0.1	2.5	106	3	3.1	11	13	-7	92	-11
Cc1ccn(CCSCC(=O)O)n1	-0.3	1.2	102	-6	1.5	22	14	-3	93	-22
O=C(C[N+]1(CC#Cc2ccccc2)CCOCC1)c1ccc(Cl)cc1	-0.2	1.1	91	-9	2.2	27	7	9	96	-27

Reformatted with values under each structure: entries from further up.
Each structure is followed by: Hsp70 activator	NF-kB neuron act	STAT1 act	FLuc inhib CS	RAM inhibit	APP 5'UTR act	STAT3 inh	STAT1 inh	STAT3 act	APP 5UTR inh
- N#CC(c1cccc(Cl)c1)c1ncc(C(F)(F)F)cc1Cl (stereo not drawn)
→ -0.1	0.86	99	-4	1.9	8	15	1	92	-8
- Cc1sc2ncnc(NCc3ccco3)c2c1C
→ -0.3	1.2	96	1	0.0	3	13	5	94	-3

Carrying on.
SMILES	Hsp70 activator	NF-kB neuron act	STAT1 act	FLuc inhib CS	RAM inhibit	APP 5'UTR act	STAT3 inh	STAT1 inh	STAT3 act	APP 5UTR inh
COc1cc([N+](=O)[O-])ccc1NC(=S)NCc1ccccn1	-0.4	1	94	-7	0.8	-6	5	7	92	6
CCCCC(=O)Nc1nn(CCC)c2nc3ccccc3cc12	-0.1	0.83	88	0	2.6	4	14	13	90	-4
CCSc1nc2cc(C(=O)OC)ccc2c(=O)n1CC	0.0	1.1	106	-4	4.2	20	6	-6	99	-20
COc1ccccc1Cn1nnc2c(=O)[nH]c(C3CCN(C(=O)c4ccc(F)cc4)CC3)nc21	-0.4	0.83	97	-8	1.6	0	2	3	101	0
O=C(NC1CCCCC1)c1ccc(S(=O)(=O)c2ccccc2)cc1	0.0	1.2	92	-1	4.3	-8	6	7	97	8
COc1cccc(NC2=NC3(CCCCC3)N=C(N)N2)c1	0.1	1.4	100	-6	0.9	-7	14	0	91	7
C=CC(=O)NC(C)(C)Cc1ccccc1	0.2	0.99	100	-7	3.0	14	-8	0	107	-14
COc1ccc(/C=C(/C#N)C(=O)Nc2ccc(C)cc2C)cc1C(=O)O	-0.1	1.4	94	-3	3.5	1	15	6	94	-1
O=C(NCc1ccc(F)cc1)Nc1cccc(Cl)c1	-0.2	1.8	116	0	1.9	44	-3	-17	107	-44
COC(=O)c1ccc2c(=O)n(CCCCCC(=O)NCc3ccc4c(c3)OCO4)c(=O)[nH]c2c1	-0.3	1.2	88	-5	5.8	-12	3	8	98	12
COCCNC(=O)CSc1nc2ccccc2c(=O)n1CCC(=O)N1CCN(c2ccccc2)CC1	0.1	0.95	98	-10	-0.1	-8	5	0	102	8
CCC(C)Nc1nc(OC(C(F)(F)F)C(F)(F)F)nc(OC(C(F)(F)F)C(F)(F)F)n1 (stereo not drawn)	0.4	1.3	100	2	2.3	-7	7	-2	98	7
CC12CCC(C(N)=O)(C1Br)C2(C)C (stereo not drawn)	-0.5	0.89	94	-4	3.0	-5	17	6	86	5
COc1cccc(OC)c1OCCCCc1c(C)n[nH]c1C	-0.3	1.4	93	-8	0.4	5	-1	5	109	-5
CC1CN(S(=O)(=O)c2ccc(C(=O)Nc3sc4c(c3C(N)=O)CCN(C)C4)cc2)CC(C)O1 (stereo not drawn)	-0.3	0.95	98	5	0.7	31	-9	3	108	-31
COc1cc(CCC(=O)OCC(=O)Nc2ccccc2C#N)cc(OC)c1OC	0.6	1.5	103	-5	5.2	13	4	-3	101	-13
CCOC(=O)c1nnc(-c2ccccc2)nc1Oc1ccc(Cl)cc1	0.1	1.1	97	-2	7.3	13	-2	3	106	-13
C/C(CCc1ccc2c(c1)OCO2)=N\N=C1\NC(=O)CC(C(=O)Nc2ccccc2F)S1 (stereo not drawn)	-0.2	1.2	96	-3	1.2	-6	23	4	88	6
Cc1cc(C(F)(F)F)nn1CC(=O)NCc1ccccc1	-0.5	1.3	99	-5	0.8	-5	4	-4	97	5
COc1ccc(N(Cc2cc3cc(OC)ccc3[nH]c2=O)S(C)(=O)=O)cc1	-0.1	1	102	1	5.3	-15	-2	-2	104	15

Single values from the results shown.
Under APP 5UTR inh, O=C(NCc1ccc(F)cc1)Nc1cccc(Cl)c1 is entered as -44
Under Hsp70 activator, COc1ccc(C(=O)NNC(=O)CN2CCC(n3nnc4cc(F)ccc43)CC2)cc1 is entered as -0.3
Under RAM inhibit, N#CC(c1cccc(Cl)c1)c1ncc(C(F)(F)F)cc1Cl (stereo not drawn) is entered as 1.9

Later entries
SMILES	Hsp70 activator	NF-kB neuron act	STAT1 act	FLuc inhib CS	RAM inhibit	APP 5'UTR act	STAT3 inh	STAT1 inh	STAT3 act	APP 5UTR inh
COc1ccc(/C=C\C(=O)NCc2ccc3c(c2)cc(C)n3C)cc1OC	-0.1	1.2	96	8	3.9	-10	6	5	95	10
O=C(O)c1ccccc1Sc1c([N+](=O)[O-])cc(C(F)(F)F)cc1[N+](=O)[O-]	-0.3	1.7	94	-4	1.8	22	4	6	100	-22
O=C(COC(=O)CCSc1ccc(Cl)cc1)NCc1ccccc1Cl	-0.4	1.1	97	-2	2.7	-5	20	2	84	5
COc1ccc(CCN(C)C(=O)CSc2nc3ncc(Cl)cc3[nH]2)cc1OC	-0.3	1.1	94	-2	0.4	13	-18	4	115	-12
COC(=O)Cc1cc(=O)[nH]c(/N=C(\N)Nc2ccccc2)n1	-0.4	1.1	105	-2	1.3	.	-8	-6	106	.
Cc1no[n+]([O-])c1COc1ccc(/C=C2\NC(=S)NC2=O)cc1	-0.1	1.1	105	-4	3.6	-8	-1	-6	107	8
CCCn1cc(SCC(=O)NCc2ccc3c(c2)OCO3)c2ccccc21	-0.1	1.2	89	-10	5.6	4	14	12	96	-4
C=CCn1c(Cc2cccc3ccccc23)n[nH]c1=S	0.0	1.1	96	-1	-0.5	6	-2	4	105	-6
Cc1ccc(N2CC(C(=O)Nc3nnc(C)s3)CC2=O)cc1 (stereo not drawn)	-0.1	1.2	104	-3	1.6	-1	2	-5	102	1
Cc1c(NC(=O)c2ccc(N(C)S(C)(=O)=O)cc2)c(=O)n(-c2ccccc2)n1C	0.0	1.1	95	-6	0.8	-6	-1	3	105	6

Assay outcomes deposited in PubChem by several laboratories.
